Screens (PubChem)
ATXN2 expr inh = Primary qHTS for Inhibitors of ATXN expression. Potency, µM (top dose mostly 57 µM), for the others: at the highest dose activity change, negative = inhibition, hits mostly inhibitors. hit rate 0.72% among 360,000. HEK-293 ATXN2-luciferase reporter, luminescence, 24 h; further: potency means the concentration at half of the fitted maximal effect; on the % scale 0 is the no-effect control and ±100 the full control effect; nearly all actives have a fitted effect of over 55% in size
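ATXN2-luciferase reporter cells (luciferase flanked by upstream and downstream ATXN2 gene portions) were treated 24 h at 37 °C with compounds at up to 57 uM. SteadyGlo luminescence gave expression; GF-AFC fluorescence gave viability.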
SW480 rerep = A quantitative high throughput screen for small molecules that induce DNA re-replication in SW480 colon adenocarcinoma cells. AID 624297, 2012. SW480 DNA re-replication, Hoechst DNA content imaging, 48 h. hit rate 1.8% among 340,000. Potency, µM (highest dose often 46.1 µM), for the others: at the highest dose re-replication activation, usual class: activators; further: potency means the concentration at half of the fitted maximal effect; % of control where 0% means no effect; nearly all actives have a fitted effect of over 55% in size
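Hoechst fluorescence of nuclei (405 nm excitation, 500-530 nm emission) measured by plate-scanning imager after 48 hr compound exposure at 37 C; re-replication scored as increased number of nuclei with elevated intensity.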
IL-1B inflam inh = qHTS for Inhibitors of Inflammasome Signaling: IL-1-beta AlphaLISA Primary Screen; activity change, % at 57.5 µM; THP-1 LPS/ATP IL-1B secretion, AlphaLISA, 16 h; active compounds read low; hit rate 4.7% among 360,000; in the data active means activity change below about -50%; inconclusive means mostly about -30% to -49%; further: on the % scale 0 is the no-effect control and ±100 the full control effect
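Secreted IL-1B measured by AlphaLISA bead assay after 16 h compound exposure of THP-1 cells; compounds (final up to 57.5 uM) added 1 h before LPS (250 ng/mL) and ATP (1.25 mM) stimulation; lower signal means less secretion.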
HT1080 IDH1KD tx = qHTS for induction of synthetic lethality in tumor cells producing 2HG: qHTS for the HT-1080-IDH1KD cell line; Potency, µM (series often up to 46.1 µM), for the others: top-dose activity, negative = toxicity, usual class: cytotoxic; AID 686971, 2013; HT-1080 IDH1 knockdown viability, ATP luminescence, 48 h; hit rate 2% among 360,000;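 further: potency means the concentration at half of the fitted maximal effect; 0% = DMSO wells and -100% = cell-free medium wells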
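HT-1080-IDH1KD cells (IDH1 knocked down), 750/well in RPMI with 5% FBS, treated with compound 48 h at 37 degrees C. Viability by CellTiter-Glo luminescence, normalised to DMSO and no-cell wells; concentration-response curves classed.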
HT1080-NT tox = qHTS for induction of synthetic lethality in tumor cells producing 2HG: qHTS for the HT-1080-NT fibrosarcoma cell line | Potency, µM (highest dose often 46.1 µM), without a hit: at the highest dose activity, negative = less viability, most hits filed as cytotoxic | hit rate 1.6% among 360,000 | HT-1080-NT fibrosarcoma viability, CellTiter-Glo ATP luminescence, 48 h;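 further: NT is the 2HG producing partner of a matched IDH1 knockdown line; potency means the concentration at half of the fitted maximal effect; 0% = DMSO-treated cells and -100% = media-only wells without cells; nearly all actives have a fitted effect of over 55% in size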
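A 48-hour cytotoxicity screen used HT-1080-NT cells plated 2 hours before compound delivery. ATP-based CellTiter-Glo luminescence measured viability, normalized to DMSO and no-cell controls.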
KB-3-1 cytotox = qHTS assay for MDR1-selective chemotherapeutics: Primary screen using the parental adenocarcinoma cell KB-3-1 | KB-3-1 viability, CellTiter-Glo ATP luminescence, 72 h | Potency, µM (highest dose often 46.1 µM), for inactives: top-dose activity change, negative = cytotoxic, actives largely listed as cytotoxic | AID 1347075, 2019 | hit rate 1.4% among 400,000; further: potency means the concentration at half of the fitted maximal effect; on the % scale 0 is the no-effect control and ±100 the full control effect; nearly all actives have a fitted effect of over 60% in size
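Here the drug-naive KB-3-1 line serves as comparator for MDR sub-line selectivity; cells received compound titrations, 72 h at 37 °C, then CellTiter-Glo readout.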
MCF10A rereplic = A quantitative high throughput screen for small molecules that induce DNA re-replication in MCF 10a normal breast cells. Potency, µM (series often up to 46.1 µM), for inactives: top-dose activity, positive = re-replication, usual class: activators. MCF 10A DNA re-replication, Hoechst nuclear intensity, 48 h. AID 624296, 2012. hit rate 2.9% among 350,000; further: potency means the concentration at half of the fitted maximal effect; % of control where 0% means no effect; nearly all actives have a fitted effect of over 50% in size
KB-V1 cytotox = qHTS assay for MDR1-selective chemotherapeutics: Primary screen using the drug-selected MDR subline cells KB-V1 | KB-V1 MDR cells viability, CellTiter-Glo, 72 h | Potency, µM (series often up to 46.1 µM), for the others: top-dose activity change, negative = cytotoxicity, actives largely listed as cytotoxic | hit rate 3.4% among 400,000 | AID 1347076, 2019; further: potency means the concentration at half of the fitted maximal effect; on the % scale 0 is the no-effect control and ±100 the full control effect; nearly all actives have a fitted effect of over 60% in size
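Following 72 h at 37 degrees C with compound, KB-V1 cell viability was read by CellTiter-Glo luminescence, medium being phenol-red-free DMEM plus 10% FBS; concentration-response parameters came from normalized, curve-fitted qHTS data.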
ATXN viability = Viability Counterscreen for Primary qHTS for Inhibitors of ATXN expression | S2 cells (HEK-293 line with an ATXN2-luciferase reporter) viability, CellTiter-Fluor protease fluorescence, 24 h | Potency, µM (highest dose often 56.7 µM), hits mostly cytotoxic | hit rate 0.49% among 400,000; further: potency means the concentration at half of the fitted maximal effect; nearly all actives have a fitted effect of over 40% in size
Starred values were filed as active, the others as inactive; i = inactive; ? = inconclusive; · = not tested or not shown; [ ] = remark or other dose. Unless noted, the call rests on the fitted dose curve; in most records, active means well fitted curve in the direction sought with a large enough effect; inconclusive means small, poorly fitted or top-dose-only effect, or another doubt; inactive means no such curve, though single readings can be large; an effect the other way counts as inactive or inconclusive.

SMILES	ATXN2 expr inh	SW480 rerep	IL-1B inflam inh	HT1080 IDH1KD tx	HT1080-NT tox	KB-3-1 cytotox	MCF10A rereplic	KB-V1 cytotox	ATXN viability
O=C(NC(=S)NC1C2CC3CC(C2)CC1C3)C12CC3CC(CC(C3)C1)C2 (configuration not stated)	-27%	-7%	-7	1%	14%	4%	26%	0%	i
CCOC(=O)c1ccc(NC(=O)C(C)Sc2nc(=O)cc(N)n2CCc2ccccc2)cc1 (configuration not stated)	-5%	·	·	·	·	-28%	·	-5%	i
Cc1noc(NS(=O)(=O)c2ccc(NC(=O)c3cccc(S(=O)(=O)Nc4ccccc4F)c3)cc2)c1C	4%	-4%	11	17%	22%	-6%	0%	0%	i
CNC(=O)C1(c2ccccc2)CCCCC1	·	·	1	13%	2%	3%	·	7%	i
CCOC(=O)c1c(C)n(C)c2cc(-c3ccc(C)cc3)c(O)cc12	0%	-1%	9	26%	16%	8%	?	0%	i
CCC(C)c1ccc(NC(=S)NC(C)C2CCCO2)cc1 (configuration not stated)	·	-12%	16	-6%	0%	-3%	0%	-3%	i
O=C(Nc1ccc(Cl)c(S(=O)(=O)N2CCOCC2)c1)c1ccc2c(c1)OCCO2	?	0%	-24	-29%	-21%	-27%	19%	?	?
O=C1CC(N2CCN(c3ccccc3Cl)CC2)C(=O)N1c1cccc(F)c1 (configuration not stated)	-3%	-4%	13	0%	-1%	11%	-1%	1%	i
Cc1ccc(S(=O)(=O)N2CCC(C(=O)NCCc3ccc(S(N)(=O)=O)cc3)CC2)cc1	2%	0%	0	-2%	10%[9.24 µM]	8%	2%	12%	i
CCc1cccc(NC(=O)c2c(C)oc3ncnc(N4CCCCC4)c23)c1	-31%	·	·	·	·	5%	·	-18%	?
COc1ccc(CNc2nc3c(c(=O)n(Cc4ccc(Cl)cc4)c(=O)n3C)n2C)cc1	-35%	?	?	-30%	?	?	12%	16µM*	?
Cc1cc(N2CCCC2)nc2ccccc12	·	-119%[inhibitor]	-16	-6%	-5%	?	?	-8%	i
Cc1ccc(NC(=O)CS(=O)CC(=O)N(CC(=O)NC(C)(C)C)c2cccc(C)c2C)cc1 (configuration not stated)	7%	-9%	-4	4%	1%	-5%	0%	-24%	i
CN(C(=O)CSc1ncc(C(F)(F)F)cc1Cl)c1c(N)n(Cc2ccccc2)c(=O)[nH]c1=O	-8%	-3%	-8	-4%	-9%	-6%	-30%[inhibitor]	?	i
Cc1c(N=C2N=C(NC(=O)Nc3ccc(Cl)cc3)c3ccccc32)c(=O)n(-c2ccccc2)n1C	?	7%	-1	-20%	0%	-1%	16µM*	-22%	·
COc1ccc(Cc2c(-c3ccc(Cl)cc3)nc3c(C)cc(Br)cn23)c(C)c1	11%	·	54	?	?	?	·	?	?
CCn1c(=O)c(C(C)=O)c(O)c2ccccc21	-7%	-11%	4	-17%	-19%	?	3%	0%	i
CN(C)C(=O)CN(C)S(=O)(=O)c1ccc(Cl)cc1	0%	3%	16	11%	4%	1%	?	-13%	i
CCCCN(C)C1=Nc2cccc3cccc1c23	-27%	?	-29	-8%	-9%	-2%	?	?	i
Cc1ccc([N+](=O)[O-])cc1NC(=O)c1c(-c2ccccc2)noc1C	11%	4%	7	1%	0%	-21%	12%	-21%	i
CCOC(=O)C1=NNC2(c3ccc(Cl)cc3)C(=O)N(c3cc(C)cc(C)c3)C(=O)C12 (configuration not stated)	-1%	0%	3	-5%	-6%	-1%	0%	2%	i
CC1(C)NC(=O)N(CCOCCOc2ccccc2-c2ccccc2)C1=O	4%	4%	1	-7%	-10%	-9%	3%	-17%	i
Cc1cc(C)nc(SCC(=O)Nc2ccc(S(=O)(=O)Nc3ncccn3)cc2)n1	31%[activator]	-27%	9	9%	27%	-5%	-9%	9%	i
OC(COCc1ccccc1)CN1CCCCC1 (configuration not stated)	·	-8%	14	1%	0%	0%	1%	17%	i
CC1CCCN(Cc2nc3c(c(=O)n(C)c(=O)n3C)n2CC(N)=O)C1 (configuration not stated)	0%	-1%	0	0%	-1%	5%	5%	-1%	i
COc1ccccc1S(=O)(=O)N1CCN(S(=O)(=O)c2cccs2)CC1	·	-6%	-14	2%	0%	2%	1%	9%	i
Cc1cccc(C(=O)Nc2ccc(N3CCC(N4CCCCC4)CC3)c(C(=O)O)c2)c1	16%	·	·	·	·	-1%	·	0%	i
CC(=O)NC12CC3CC(C1)CC(C(=O)N1CCN(S(=O)(=O)c4cccc(F)c4)CC1)(C3)C2	-8%	-1%	10	-5%	-1%	21%	0%	-17%	i
Cc1ccc(-c2cn(-c3ccccc3)c(SCC(N)=O)n2)cc1C	14%	-7%	-13	-6%	-6%	1%	-1%	-4%	i
CCOC(=O)C1CCN(S(=O)(=O)c2ccc(-c3ccccn3)s2)CC1	-36%	-11%	15	-8%	-10%	7%	1%	-14%	i
O=S(=O)(/N=C(\c1ccc(Cl)cc1)N1CCOCC1)c1ccccc1	-2%	-2%	-9	13%	12%	-1%	-1%	-1%	i
O=c1[nH]c(SCc2c(F)cccc2Cl)nc2c1CCC2	-5%	·	·	·	·	-4%	·	6%	i
Cn1c(-c2nonc2N)nc2ccccc21	·	-1%	-2	18%	17%	6%	-3%	-4%	i
COc1ccccc1CNC(=O)CSc1n[nH]c(N)n1	4%	-3%	4	2%	7%	2%	-2%	16%	i
O=C1c2ccccc2C(=O)c2c1cccc2N1CCCC1	10%	-19%	-29	-17%	-15%	-13%	-1%	15µM*	?
CCOc1ccc(NC(=O)COc2ccc(S(=O)(=O)N3CCCC3)cc2)cc1	-1%	?	6	-6%	0%	6%	7%	-8%	i
Cc1ccc(C)c(NC(=O)CS(=O)(=O)c2cccc3nsnc23)c1	-4%	15%	-13	-5%	-12%	4%	24%	-1%	i
Cc1cc(SCCOc2ccccc2)nc(N)n1	161%[activator]	0%	-30	1%	8%	-9%	2%	-26%	i
COc1ccccc1-c1nnc(NC(C)=O)s1	27%	-4%	14	7%	8%	11%	-3%	8%	i
NNC(=O)CNc1cccc(Br)c1	·	11%	-23	0%	-1%	-2%	4%	-9%	i
S=c1nc(-c2ccccc2)n(CCCN2CCOCC2)c2c1CCCC2	-4%	0%	11	0%	?	-4%	-10%	-5%	i
C[C@@H](C(=O)N[C@@H](Cc1c[nH]c2ccccc12)C(=O)O)n1nnc2ccccc2c1=O	-4%	?	8	1%	-1%	-13%	-2%	18%	i
Cc1ccc(C(C)C)cc1OCCOCCN1CCCC1	-14%	8%	-1	-3%	-4%	-2%	?	-6%	i
OCCNc1ncnc2c1nnn2Cc1ccccc1Cl	·	·	-5	-6%	-5%	0%	·	-1%	i
O=C(c1cnccn1)N(Cc1ccco1)C1(C(=O)NC2CCCCC2)CCCCC1	-6%	-3%	-5	15%	15%	-13%	0%	-12%	i
CCOC(=O)C1CCN(c2ncnc3nc[nH]c23)CC1	-5%	-10%	-56*	8%	0%	0%	-7%	-4%	i
C=CCNC(=O)c1c(CSc2ccc(Cl)cc2)noc1C(=O)NCCC	6%	-5%	-10	3%	-2%	-4%	-2%	24%	i
N=c1c2c3c(sc2ncn1N)CCC3	-19%	-3%	44	-20%	-13%	-9%	-6%	-35%	i
O=C(CC1CCCC1)Nc1ccc2c(c1)CCC2	74%[activator]	-1%	-1	0%	8%	-7%	?	0%	i
C[C@H](CO)N1C[C@H](C)[C@@H](CN(C)Cc2ccccc2C(=O)O)OCc2cnnn2CCCC1=O	-2%	·	5	8%	0%	-4%	·	23%	i
COc1ccc(C(=O)NNC(=O)CCn2nnc(-c3ccc(Cl)cc3)n2)cc1OC	-6%	?	-8	-2%	2%	0%	-1%	9%	i
COC(=O)CC(NS(=O)(=O)c1cccs1)c1ccc2c(c1)OCO2 (configuration not stated)	3%	-5%	-9	8%	8%	0%	2%	1%	i
O=C(O)CCCCCN=Cc1c(O)c2ccccc2oc1=O	-5%	1%	0	4%	3%	1%	-7%	4%	i
COc1ccc(C2/C(=C(/O)c3ccc(Cl)cc3)C(=O)C(=O)N2CCN2CCOCC2)c(OC)c1 (configuration not stated)	-11%	-8%	2	8%	0%	12%	-2%	?	i
O=C(NCc1csc(-c2cccs2)n1)C1CC1	-5%	2%	·	21%	19%	6%	0%	-18%	i
COc1ccc(NC(=O)[C@@]2(CC(=O)O)CC(/C=C/c3ccccc3)=NO2)cc1	-7%	-1%	2	10%	11%	3%	-1%	0%	i
COc1ccc(-c2cc(-c3ccccc3O)[nH]n2)cc1OC	165%[activator]	-22%	-13	?	?	-21%	?	-7%	i
COc1ccc(NC(=O)C2(C)Cc3c(-c4ccc(C(N)=O)cc4)ccnc3O2)cc1 (configuration not stated)	-10%	·	0	-4%	-6%	-2%	·	-9%	i
COc1ccc(N2CCC(CNC(=S)Nc3cc(C)ccc3C)C2)cc1 (configuration not stated)	·	-31%	0	3%	-22%	0%	2%	18µM*	i
COc1cc(/C=C/C(=O)OCC(=O)NNC(=O)c2cc(Cl)ccc2OC)ccc1O	6%	-14%	-7	-4%	1%[9.24 µM]	0%	-1%	0%	i

Quoted from the listing:
SW480 rerep result of NNC(=O)CNc1cccc(Br)c1 reads 11%
HT1080 IDH1KD tx result of Cc1c(N=C2N=C(NC(=O)Nc3ccc(Cl)cc3)c3ccccc32)c(=O)n(-c2ccccc2)n1C reads -20%
